# Screening data deposited in PubChem by National Center for Advancing Translational Sciences (NCATS).
# KDM5B inhibitor – KDM5B demethylase inhibition; Potency, µM (titrated, usually from 57.7 µM), without a hit: top-dose activity change, negative = inhibition, most hits filed as inhibitors; KDM5B demethylase, FDH-coupled NADH fluorescence (FDH is formaldehyde dehydrogenase); Q9UGL1; actives 2.6% (n = 220,000); active = well fitted inhibition curve with a large enough effect; inconclusive = small, poorly fitted or top-dose-only effect; inactive = no such curve, though single readings can be large or run the other way; also: 0% is about no effect; nearly all actives have a fitted effect of over 70% in size
#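 Here, H3K4me3 peptide (12.5 µM in substrate mix) is demethylated by KDM5BΔAP, 200 nM final, after 10 min compound exposure. Formaldehyde product is coupled through FDH (0.25 U/mL in mix) to NADH fluorescence; 30-min ΔRFU feeds dose-response curves.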
# Starred values were filed as active, the others as inactive; i = inactive; u = inconclusive; [ ] = another dose, or the depositor's remark. Potency is read from the fitted curve at half-maximal effect.
KDM5B inhibitor	smiles
-2.8%	CCCCCCn1nc(C(=O)OCn2nnc3ccccc3c2=O)c2ccccc2c1=O
16.0%	CCN(Cc1ccccc1)C(=O)C1CCN(c2nc3ccccc3o2)CC1
u	COc1ccc2c(c1)OCC(C(=O)NCCS(=O)(=O)N1CCCC1)C2 (stereo unspecified)
u	Cc1nc(N2CCN(C)CC2)ncc1C(=O)N1C[C@@H](C)[C@](O)(C2CC2)C1
12.9%	O=C(Cc1n[nH]c(=O)c2ccccc12)Nc1ccccc1
u	FC(F)(F)c1cc(N=Cc2ccc(-c3ccccc3)cc2)cc(C(F)(F)F)c1
-18.8%	COC1C(=O)N(C2CCN(C(=O)Cc3c[nH]c4ccccc34)CC2)C12CCOCC2 (stereo unspecified)
u	CCSc1nc2c(c(=O)[nH]c(=O)n2C)n1CC(O)COc1ccc(Cl)cc1 (stereo unspecified)
-9.4%	CCOC(=O)CNC(=O)Nc1cc(C(=O)NCc2ccc(C)cc2)ccc1N1CCCC1
u	Cc1ccc(C)c(/C(O)=C2\C(=O)C(=O)N(c3nnc(C)s3)C2c2ccc(C(C)C)cc2)c1 (stereo unspecified)
0.4%	O=C(Cc1ccc(F)cc1)N1CCC[C@H]1c1nc(-c2ccccc2Cl)no1
-15.1%	Cc1ccc(N(CC(=O)NCCN2CCOCC2)S(=O)(=O)c2ccc(Cl)cc2)cc1C
-13.9%	CCN(CC)CCNC(=O)c1ccc2ccccc2n1
-17.4%	O=C(COc1ccccc1)Nc1ccc([C@@H](O)[C@H]2COCC(=O)N2Cc2ccc(C(F)(F)F)cc2)cc1
-9.7%	CCN1C(=O)CCC2(C(=O)NC3CCCC3)CCCC=C12 (stereo unspecified)
-2.1%	CC(C)(C)c1ccc(C(=O)Nc2c(F)cccc2F)cc1
-5.8%	C=C(C)C(C)(C)C(=O)N1CCCC(N2CCN(c3ccccc3OC)CC2)C1 (stereo unspecified)
23.2%[86.2 µM]	C#CCN(C)CC[C@@H]1CC[C@H](O)[C@@H](C(=O)N(C)Cc2ccccc2)O1
-13.3%	Cc1cccc(C(=O)N2CCCCCCNC(=O)CC2c2ccccc2)c1 (stereo unspecified)
u	CCC(C(=O)Nc1ccc(C)c(Cl)c1)n1c(=O)c(-c2ccccc2NC(C)=O)nc2ccccc21 (stereo unspecified)
-6.3%[149 µM]	O=C(c1ccc2c(c1)OCO2)N1CCC2(CC1)C(=O)Nc1ccccc12
28.2µM*	CSc1ccc(-c2nc3c([nH]2)CC(C)(C)CNC3=O)cc1
-11.4%	CN(C)c1nc2c(c(=O)[nH]1)CCN(Cc1ccsc1)CC2
-11.8%	O=C(O)C1(c2cccc(Cl)c2)CC1
9.1%	COC(=O)c1ccc(Oc2coc3cc(OC(=O)N4CCOCC4)ccc3c2=O)cc1
-2.6%	COc1ccc(OC)c(C2CC(=O)N(c3ccccc3)C3=C2C(=O)OC3)c1 (stereo unspecified)
u	O=c1c2c(n(Cc3cccnc3)n1-c1ccccc1)CN(Cc1ccc(O)cc1)CC2
30.3%	O=C(c1cc(C2CC2)[nH]n1)N(Cc1ccc2c(c1)OCO2)C1CC1
u	CNC(=O)c1cc2cc(-c3c(C)noc3C)nc(-c3cccnc3)c2o1
-10.0%	O=C(NCc1ccccc1)c1ccccc1OC1CN(Cc2ccc(F)cc2)C1
u	COCCn1ccnc1C1CCN(c2cnc3ccccc3n2)CC1
15.5%	Cc1ccc(S(=O)(=O)N[C@H]2CO[C@H]3[C@@H]2OC[C@@H]3n2nnnc2Oc2ccc(-n3ccnc3)cc2)cc1
15.3%	Cn1c(SCc2nc3ccccc3o2)nnc1-c1ccccc1
-24.3%	COc1cc(NS(=O)(=O)c2ccc(NC(=O)COc3ccc(Cl)cc3Cl)cc2)nc(OC)n1
28.2µM*	Cc1ccccc1-n1cc(-c2ccnc(NC3CCN(C)CC3)n2)cn1
5.3%	O=C(O)c1ccc(C2CCCN(C(=O)CCCn3cncn3)C2)cc1 (stereo unspecified)
-13.2%[149 µM]	CC(C)(C)c1nnc2n1C(C(=O)NCc1ccc(F)cc1)CC2 (stereo unspecified)
-9.2%	CCNC(=O)Cn1nc(C2CC2)c2c(C(=O)OC)cc(C3CC3)nc21
0.1%	CC(C)(C)C1CCC2(CC1)NC(=O)N(CC(=O)Nc1cccc(C#N)c1)C2=O (stereo unspecified)
12.7%	COc1ccc(CCNC(=O)c2cc(=O)c3cc(Cl)ccc3o2)cc1OC
u	CCOC(=O)c1ccc(NC(=O)CCc2c(C)nc3nc[nH]n3c2=O)cc1
5.6%	CN(CCc1ccccn1)c1ncccc1CNC(=O)c1cc(C2CC2)no1
-1.4%	Cc1cc(SCC(=O)NCc2ccccc2Cl)nc(=O)[nH]1
-27.5%	COc1ccc(-c2nc3ccccc3s2)cc1NC(=O)c1ccccc1OC
u	COCC1CN(C)CC12CCN(C(=O)c1cnco1)CC2 (stereo unspecified)
-7.5%	O=c1c2ccccc2[nH]c(=S)n1CCCN1CCC(Cc2ccccc2)CC1
26.5%	O=C(O)CN1CCN(Cc2cccc(Cl)c2)C1=O
-8.9%	CCC1=NS(=O)(=O)c2cc(NC(C)=O)ccc2N1CC(C)C
8.0%	N#Cc1ccc(/C=C/C(=O)c2ccc3c(c2)CCC3)cc1
-8.8%	COc1ccc(NC(=O)CN2C(=O)COc3ccc(S(=O)(=O)N4CCCCC4)cc32)cc1Cl
36.6%	CC1(C(=O)N2CCCC2C(=O)Nc2cccc(-n3cccn3)c2)CC1 (stereo unspecified)
-14.4%	O=C(NCc1cccnc1)c1cnc2ccccc2n1
u	COc1cccc(CNC(=O)c2cccc(NC(=O)c3nsc4ccccc34)c2)c1
-6.2%	Cc1nc(SCCOc2ccc(Cl)cc2)[nH]c(=O)c1Cc1ccccc1
u	Cc1cc(Br)cc(C)c1NC(=O)c1sc2ncn(Cc3cccc(F)c3)c(=O)c2c1C
u	FC(F)(F)c1ccc(CN2CCNc3cc(Nc4ccccc4)ncc3C2)cc1
-2.5%	CCOc1ccc(CN(CC)Cc2cc(=O)oc3ccc(C)cc23)cc1
u	CC(C)(C)CN1CCCC12Cc1ccccc1CNC2=O (stereo unspecified)
u	Cn1nc(C(=O)Nc2ccc3c(c2)C(=O)N2CCC[C@H]2C(=O)N3)c2ccccc21
34.2%	CCOc1cc(C(=O)N2N=C(C)CC2(O)C(F)(F)F)ccc1OC(F)F (stereo unspecified)

# Later entries:
KDM5B inhibitor	smiles
-13.4%	Cn1c(CCNC(=O)C2CCN(c3cn[nH]c(=O)c3)C2)nc2ccccc21 (stereo unspecified)
u	Cc1ccc(NC(=O)c2cnc(N3CCCCC3)c3ccccc23)cc1F
-6.1%	CCc1c(C)sc2c1CCN(C(=O)Nc1cc(C)cc(C)c1)C2c1ccccc1 (stereo unspecified)
16.6%	COc1cccc(NC(=O)CN2C(=O)NC3(CCCCC3)C2=O)c1
-12.7%	Cc1ccc(Cl)cc1NC(=O)Cn1nc(C(=O)O)c2ccccc2c1=O
22.4%	CCC(C)(C)NC(=O)CSc1nc(C)c(C)n1C1CCCCC1
0.3%	CCNc1c(NS(=O)(=O)c2ccc(OCC)cc2)c(=O)oc2ccccc12
-17.9%	OC1(CNCc2nc(-c3ccncc3)n[nH]2)CNCCOC1 (stereo unspecified)
u	O=C(c1ccsc1)N1CCc2c(nc3cc(-c4ccccc4Cl)[nH]n3c2=O)C1
-19.7%[86.2 µM]	COc1ccc([C@H]2C[C@@H](O)[C@@H](O)[C@@H]2NC(=O)c2cccc(OC)c2)cc1
31.6µM*	CCn1ncc(CN(C)C(=O)CC2C(=O)NCCN2C(C)C)c1C (stereo unspecified)
u	CCn1c(=O)c2cc(C(=O)NCCCN(C)Cc3ccccc3)sc2c2ccccc21
u	COc1ccc2c(c1)-c1nc(NC(=O)c3ccc(OC)c(Br)c3)sc1CC2
-8.6%	Cn1nc(C(=O)OCc2nc(N)nc(Nc3ccc(Cl)cc3)n2)c2ccccc2c1=O
u	COc1ccc(-c2ccnc3nc(-c4cccs4)nn23)cc1
16.8%	Cc1nn(-c2nc3c(c(=O)n(C)c(=O)n3C)n2C/C=C/c2ccccc2)c(C)c1C
u	CCOC(=O)COc1ccc2c(C)c(Cc3ccccc3)c(=O)oc2c1C
-19.3%	CCOCCOC1CCN(C(=O)c2cc3ccccc3[nH]2)CC1
u	CCOc1ccc(Sc2cc(C(=O)NCc3ccc(F)cc3)c3ccccc3n2)cc1
2.1%	Cc1ccc(C2=NC3(CCN(C(=O)c4sccc4C)CC3)ON2)cc1
10.2%	CCCc1c(C(=O)Nc2cc(C)on2)cnn1-c1ccccc1
-14.3%	CC(C)c1ccc(-c2nn(-c3ccccc3)cc2/C=N/O)cc1
0.9%	CCN(CC)C(=O)N1CCCC(c2nc(CCOCC3CCOCC3)no2)C1 (stereo unspecified)
-6.0%	COc1ccc(OC)c(S(=O)(=O)N2CCN(c3cccc(C)c3C)CC2)c1
u	O=C(O)CC[C@@H]1CN(C(=O)c2ccc(CO)o2)CC[C@@H]1N1CCOCC1
9.9%	Cc1ccc(C)c(NC(=O)c2ccc(=O)n(CCOc3ccccc3)n2)c1
-19.0%	COc1ccc(CN2C=C(C(=O)OCc3cc(=O)n4ccccc4n3)C(C)=NS2(=O)=O)cc1
26.0%	O=C(c1ccc2c(=O)n(Cc3ccccc3)c(=S)[nH]c2c1)N1CCCC1
i	COc1ccc(CCNC(=O)Cc2c(C)c3ccc(OC(C)=O)c(OC(C)=O)c3oc2=O)cc1
9.1%	COc1ccc(NC(=O)C2CCOC2=O)cc1 (stereo unspecified)
u	COc1cccc(CN2CCN(Cc3cc(OC)c(OC)cc3OC)CC2)c1
u	Cc1occc1C(=O)/C(C#N)=C/c1ccc(O)c(Br)c1
1.6%	Cc1cnc(C2CC2)n1C1CCN(C(=O)N(C)C)CC1
-23.2%	COc1cccc([S+](=O)([O-])N2CCC3(C2)NC(=O)c2ccccc2CO3)c1 (stereo unspecified)
0.6%[86.2 µM]	COc1ccc(CN2CCC3(CC2)CC(C)=NO3)cc1
11.0%	CC(C)(C)c1ccc(/C=N/NC(=O)C23CC4CC(CC(C4)C2)C3)cc1

# Compounds listed so far that contain fluorine (11):
KDM5B inhibitor	smiles
u	FC(F)(F)c1cc(N=Cc2ccc(-c3ccccc3)cc2)cc(C(F)(F)F)c1
0.4%	O=C(Cc1ccc(F)cc1)N1CCC[C@H]1c1nc(-c2ccccc2Cl)no1
-17.4%	O=C(COc1ccccc1)Nc1ccc([C@@H](O)[C@H]2COCC(=O)N2Cc2ccc(C(F)(F)F)cc2)cc1
-2.1%	CC(C)(C)c1ccc(C(=O)Nc2c(F)cccc2F)cc1
-10.0%	O=C(NCc1ccccc1)c1ccccc1OC1CN(Cc2ccc(F)cc2)C1
-13.2%[149 µM]	CC(C)(C)c1nnc2n1C(C(=O)NCc1ccc(F)cc1)CC2 (stereo unspecified)
u	Cc1cc(Br)cc(C)c1NC(=O)c1sc2ncn(Cc3cccc(F)c3)c(=O)c2c1C
u	FC(F)(F)c1ccc(CN2CCNc3cc(Nc4ccccc4)ncc3C2)cc1
34.2%	CCOc1cc(C(=O)N2N=C(C)CC2(O)C(F)(F)F)ccc1OC(F)F (stereo unspecified)
u	Cc1ccc(NC(=O)c2cnc(N3CCCCC3)c3ccccc23)cc1F
u	CCOc1ccc(Sc2cc(C(=O)NCc3ccc(F)cc3)c3ccccc3n2)cc1

# Further results follow.
KDM5B inhibitor	smiles
-17.4%	CCc1noc(Cn2nc(-c3ccccc3)c3ccccc3c2=O)n1
u	Cc1ccc(-c2cc(NC(=O)c3cccc(C)c3)on2)cc1
25.1µM*	O=C(Cn1ccn2nc3c(c2c1=O)CCCC3)NCc1ccccc1
-7.4%	COc1ccc(C(=O)c2sc(Nc3cccc(C)c3)nc2N)cc1
18.9%[86.2 µM]	O=C1N[C@@H]2CCN(S(=O)(=O)c3cccs3)[C@@H]2C(=O)N1Cc1ccccc1
u	CCOC(=O)Cn1c(=O)n(CC2CCCO2)c2nc(-c3ccccc3)nc(C(N)=O)c21 (stereo unspecified)
-30.0%	CCOc1cc(/C=C/C(=O)c2ccc(Cl)c(Cl)c2)ccc1O
14.8%	CC(C)OC(=O)c1ccc2cc(C(=O)OC(C)C)ccc2c1
-27.0%	CC1(C(=O)O)CCCCC(=O)N1 (stereo unspecified)
10.4%[149 µM]	CC(C)N1CC2CCC(C1)N2Cc1cccc(-c2ccsc2)c1
5.2%	Fc1ccccc1CNC1C2CC3CC(C2)CC1C3 (stereo unspecified)
u	COc1ccccc1-c1[nH]nc2ncc(C(=O)NCCc3ccccn3)nc12
7.9%	CCOC(=O)CCNC(=O)N1CCCCCC1c1ccc(C)s1 (stereo unspecified)
38.6%	COc1ccc(Cn2c(C3CCN(C(=O)Cc4cccc(C)c4)CC3)n[nH]c2=O)cc1
2.2%	CC(NC(=O)C1CCCCC1)c1ccc(NC(=O)C2CC2)cc1 (stereo unspecified)
-4.5%	CN(C)NC(=S)Nc1ccc([N+](=O)[O-])cc1
10.2%	O=C(Nc1cc2c(cc1C(=O)C1CC1)OCCO2)c1ccco1
u	CCOc1ccc(C(=O)N2CC(=O)Nc3ccc(C)cc3C2c2ccc(F)cc2)cc1OCC (stereo unspecified)
15.1%	C=C(Cl)COc1ccc(Cl)cc1C(N)=O
u	CN(C)C1CCN(S(=O)(=O)c2ccc3c(c2)CN(C(=O)c2ccccn2)CC3)C1 (stereo unspecified)
10.3%	CCS(=O)(=O)N1Cc2ccccc2CC1C(=O)NCc1cccc(OC)c1 (stereo unspecified)
-29.5%	Cc1ccc2c(c1)cc1c(=O)n(CC(=O)N(C)c3ccccc3)nc(C)n12
-6.1%	CCOC(=O)C1(C/C=C/c2ccccc2)CCCN(C(=O)C2CCOCC2)C1 (stereo unspecified)

# These rows are one share of the data; rates above refer to the full screens.
